MITF inh – blocks human microphthalmia-associated transcription factor; AlphaScreen MITF homodimerization, bead proximity signal; inhibition, % at 2.6 µM; 650,000 compounds, 0.91% hits; in the data active means inhibition above about 50%;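 further: 0% = vehicle wells with protein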
FBW7 act – activators of human E3 ligase FBW7 | AlphaScreen FBW7–phospho-cyclin E peptide binding, activator screen | 650,000 compounds, 0.13% hits | normalized activity (activation), % at 26.1 µM; in the data active means normalized activity above about 1.9%;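 further: purified mutant Fbw7 with reduced substrate affinity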
Target sequence (Q969H0 whole entry, looked up): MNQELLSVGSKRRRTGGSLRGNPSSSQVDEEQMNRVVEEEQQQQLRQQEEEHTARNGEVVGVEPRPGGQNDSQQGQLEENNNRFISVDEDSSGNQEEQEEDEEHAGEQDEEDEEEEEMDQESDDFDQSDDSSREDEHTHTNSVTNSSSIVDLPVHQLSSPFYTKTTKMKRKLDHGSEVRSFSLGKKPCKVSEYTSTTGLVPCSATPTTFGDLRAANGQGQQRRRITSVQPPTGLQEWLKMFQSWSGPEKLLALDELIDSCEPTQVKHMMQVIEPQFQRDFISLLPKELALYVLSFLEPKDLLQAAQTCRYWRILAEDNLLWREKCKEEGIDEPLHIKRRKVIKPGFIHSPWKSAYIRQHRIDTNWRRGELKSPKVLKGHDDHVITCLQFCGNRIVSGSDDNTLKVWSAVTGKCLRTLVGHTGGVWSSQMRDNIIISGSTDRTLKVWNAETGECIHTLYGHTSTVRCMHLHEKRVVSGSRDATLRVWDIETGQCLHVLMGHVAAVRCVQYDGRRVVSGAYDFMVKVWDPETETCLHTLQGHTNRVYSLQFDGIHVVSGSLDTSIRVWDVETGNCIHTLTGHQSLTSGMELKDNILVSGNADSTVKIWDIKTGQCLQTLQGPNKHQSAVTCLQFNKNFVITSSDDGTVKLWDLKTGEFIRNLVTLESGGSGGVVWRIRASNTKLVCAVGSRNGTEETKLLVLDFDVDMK
TEAD-YAP block – TEAD-YAP interaction inhibition; HEK-TIYL cells, TEAD-Gal4/YAP UAS-luciferase luminescence; inhibition, % at 9.12 µM; 640,000 compounds, 1.4% hits; AID 1259422; in the data active means inhibition above about 32%;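 further: 0% = median of test compound wells and 100% = reference inhibitor wells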
GPR151 activ – human GPR151 activation; PathHunter beta-arrestin GPR151 cells, luminescence; activation, % at 11.2 µM; 650,000 compounds, 1% hits; AID 1508602; in the data active means activation above about 4.9%;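 further: 0% = median of compound wells and 100% = cells with positive control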
Target sequence (Q8TDV0 whole entry, looked up): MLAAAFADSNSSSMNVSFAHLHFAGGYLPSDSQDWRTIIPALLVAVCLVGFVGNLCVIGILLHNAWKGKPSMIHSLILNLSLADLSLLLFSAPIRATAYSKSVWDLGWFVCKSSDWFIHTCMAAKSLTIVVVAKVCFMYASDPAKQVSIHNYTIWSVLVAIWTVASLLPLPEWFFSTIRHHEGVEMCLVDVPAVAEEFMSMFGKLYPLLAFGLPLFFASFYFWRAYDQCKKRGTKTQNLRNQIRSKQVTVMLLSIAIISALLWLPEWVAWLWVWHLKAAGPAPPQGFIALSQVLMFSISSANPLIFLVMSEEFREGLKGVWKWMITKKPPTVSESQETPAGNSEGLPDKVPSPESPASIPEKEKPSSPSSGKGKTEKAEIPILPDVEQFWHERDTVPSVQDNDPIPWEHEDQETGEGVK
Active calls of the source: *; . = not tested or not shown. An unsorted share of the library; overall some 3.5% were active at least once.

1: COc1ccc(C(c2nnnn2C2CCCCC2)N2CCN(C)CC2)c(OC)c1 (stereo not drawn)
2: COc1ccc(CNC(=O)CSCc2ccc(Cl)cc2)cc1
3: CN1CCN(c2ccc(-c3cc(NCc4cccc(C(F)(F)F)c4)nc(N)n3)cc2)CC1
4: Cc1ccc(-c2csc(N3N=C(c4cccs4)CC3c3ccc(F)cc3)n2)cc1C (stereo not drawn)
5: Cc1cc(C)n(-c2nonc2N)n1
6: COc1ccccc1Cn1c(=S)[nH]c2cc(C(=O)NCCC(C)C)ccc2c1=O

| Compound | 1 | 2 | 3 | 4 | 5 | 6 |
| --- | --- | --- | --- | --- | --- | --- |
| MITF inh | -9 | -9 | 22 | 4 | -3 | 5 |
| FBW7 act | -0.2 | -0.1 | 0.1 | 0.1 | 0.1 | 0.3 |
| TEAD-YAP block | 1 | 3 | -8 | -3 | -7 | -4 |
| GPR151 activ | 1.5 | 1.3 | -1.2 | 0.6 | -0.7 | -1.6 |

7: COc1cccc(/C=N/NC(=O)CCC(=O)Nc2ccc(C)cc2C)c1
8: CCOC(=O)CC(=O)CSc1nc2c(sc(=S)n2-c2ccc(C)cc2C)c(=O)n1-c1ccccc1OC
9: COc1cc(=O)n2c(c1C(=O)N1CCSCC1)CCN(Cc1c(F)cccc1F)CC2
10: CCCCC(=O)NC(c1ccccc1Cl)c1ccc2cccnc2c1O (stereo not drawn)
11: Cc1cc(C)nc(N(C#N)S(=O)(=O)c2ccccc2)n1
12: CN1C(=O)C2N=NN(c3ccccc3)C2C1=O (stereo not drawn)

| Compound | 7 | 8 | 9 | 10 | 11 | 12 |
| --- | --- | --- | --- | --- | --- | --- |
| MITF inh | 15 | 1 | 24 | 31 | -1 | -22 |
| FBW7 act | 0.0 | 0.0 | 0.1 | -1.5 | -0.1 | 0.0 |
| TEAD-YAP block | 9 | 9 | 8 | 87* | 1 | 0 |
| GPR151 activ | -0.3 | 0.6 | -0.9 | -1.5 | -0.1 | -1.3 |

13: CCOC(=O)c1cccc(NC(=O)Nc2cccc(F)c2)c1
14: COCCCNC(=O)c1cc2sc(Cl)cc2n1C
15: O=C(CSc1nc2sc3c(c2c(=O)n1-c1ccccc1)CCC3)Nc1ccc(F)c([N+](=O)[O-])c1
16: CC1=CC2=NC(=O)/C(=C\C=C\c3ccccc3)C(=N)N2O1
17: CCN1C(=O)N/C(=C/c2cn(CC(=O)Nc3ccc(Cl)cc3)c3ccccc23)C1=O
18: COc1ccc(C(=O)CSc2ncnc3sc(C)c(C)c23)cc1

| Compound | 13 | 14 | 15 | 16 | 17 | 18 |
| --- | --- | --- | --- | --- | --- | --- |
| MITF inh | 8 | -2 | 6 | 0 | 15 | 2 |
| FBW7 act | 0.6 | 0.1 | 0.0 | 0.0 | 0.1 | 0.0 |
| TEAD-YAP block | 14 | -22 | -4 | -3 | 2 | -14 |
| GPR151 activ | 2.6 | 0.1 | 0.6 | 0.6 | 1.1 | 1.4 |

19: Nc1ncnc(NCCOCCO)c1[N+](=O)[O-]
20: COc1ccc(C(=O)Nc2ccccc2C(=O)NC(C(=O)Nc2ccc(C)cc2)C(C)C)cc1 (stereo not drawn)
21: CCOC(=O)c1c(CN2CCCCC2)oc2ccc(OC)cc12
22: Cc1ccc(S(=O)(=O)N2C(=O)CCC2C(=O)Nc2cccc(Br)c2)cc1 (stereo not drawn)
23: CN(C)CC(C)(O)c1ccc2c(c1)CN(Cc1ccc3c(c1)OCCO3)CCO2 (stereo not drawn)
24: CCOC(=O)c1sc2nc(SCc3cc(C(C)=O)ccc3OC)n(Cc3ccc(OC)cc3)c(=O)c2c1C

| Compound | 19 | 20 | 21 | 22 | 23 | 24 |
| --- | --- | --- | --- | --- | --- | --- |
| MITF inh | -2 | 3 | 8 | 15 | -3 | 0 |
| FBW7 act | 0.3 | -0.1 | 0.4 | 0.1 | 0.0 | -0.1 |
| TEAD-YAP block | 5 | 2 | 4 | 5 | -1 | -3 |
| GPR151 activ | 0.5 | -0.6 | 2.2 | -2.0 | 4.9* | 0.6 |

25: C=CCN1c2ccccc2[C@]23CCC(=O)N(Cc4ccccc4)C2=NC(C(=O)OC)=C(C(=O)OC)[C@H]13
26: CC1CC(C)CN(C(=O)Cn2c(-c3nonc3N)nc3ccccc32)C1 (stereo not drawn)
27: O=C(CSc1nc2sc3c(c2c(=O)[nH]1)CCCC3)N1CCOCC1
28: CN1CCc2cc(C(CN)N3CCCCC3)ccc21 (stereo not drawn)
29: COc1cc(CNc2nccn3c(-c4cccc(Cl)c4)cnc23)cc(OC)c1OC
30: CS(=O)(=O)N(Cc1ccccc1)c1ccccc1C(=O)N1CCCCCC1

| Compound | 25 | 26 | 27 | 28 | 29 | 30 |
| --- | --- | --- | --- | --- | --- | --- |
| MITF inh | 13 | 13 | 17 | 19 | -3 | -12 |
| FBW7 act | 0.6 | 1.1 | -0.1 | -0.2 | 0.1 | -0.2 |
| TEAD-YAP block | . | 2 | 11 | -4 | -8 | 7 |
| GPR151 activ | -2.3 | -0.3 | 1.0 | 1.1 | -1.1 | 1.4 |

31: COc1cc2nc(NCCCN3CCCC3=O)nc(NC3CCN(Cc4ccccc4)CC3)c2cc1OC
32: COc1cccc(C=C2C(=O)NC(=S)NC2=O)c1OCC#N
33: O=S(=O)(Nc1ccccc1)c1ccc2c(c1)C(=NO)c1cc(S(=O)(=O)Nc3ccccc3)ccc1-2
34: CCC(=O)Oc1ccc2c(C)c(Cc3ccccc3)c(=O)oc2c1
35: CCOC(=O)c1ccc(N2C(=O)C(CC(=O)Nc3ccc(F)cc3)N(Cc3cccs3)C2=S)cc1 (stereo not drawn)
36: CCOC(=O)C1=C(C)N=c2s/c(=C/c3cc(I)c(O)c(OCC)c3)c(=O)n2C1c1cc(OC)ccc1OC (stereo not drawn)

| Compound | 31 | 32 | 33 | 34 | 35 | 36 |
| --- | --- | --- | --- | --- | --- | --- |
| MITF inh | -5 | 13 | 3 | 1 | -6 | 3 |
| FBW7 act | -0.1 | 0.0 | 0.1 | 0.0 | 0.1 | 0.1 |
| TEAD-YAP block | -3 | 1 | -6 | -5 | 7 | 7 |
| GPR151 activ | -0.2 | 2.7 | 2.4 | -0.8 | -0.2 | 0.0 |

37: O=C(CCn1nc(-c2ccccc2)ccc1=O)NCCc1ccc(Cl)cc1
38: COCCN(CCOC)S(=O)(=O)c1ccc(C(=O)Nc2nnc(C34CC5CC(CC(C5)C3)C4)s2)cc1
39: CCOC(=O)Cc1cc(=O)n2[nH]c(C)c(-c3ccc(Cl)cc3)c2n1
40: CCOC(=O)CCN(Cc1ccc(F)cc1)S(=O)(=O)c1ccc(Cl)cc1
41: CCc1c(C(=O)N/N=C/c2ccc(N(C)C)cc2)nnn1-c1nonc1N
42: CN1CCN(c2ccc(NC(=O)c3ccccc3Br)cc2)CC1

| Compound | 37 | 38 | 39 | 40 | 41 | 42 |
| --- | --- | --- | --- | --- | --- | --- |
| MITF inh | 12 | 0 | 4 | -5 | 10 | 16 |
| FBW7 act | 1.1 | -0.1 | 0.2 | 0.1 | -0.2 | 0.5 |
| TEAD-YAP block | -2 | -3 | -7 | 12 | -4 | -45 |
| GPR151 activ | 0.3 | 0.3 | 0.2 | -1.7 | -1.5 | -2.2 |

43: O=C(/C=C/c1ccccc1)Oc1ccc(Br)cc1
44: COc1ccc2c(c1OC)C(=O)OC2Nc1ccc(F)c(Cl)c1 (stereo not drawn)
45: CCOC(=O)/C(C#N)=N/Nc1ccc(Cl)c(C(N)=O)c1
46: CCN(CC(=O)NCc1cccs1)C(=O)/C=C/c1cccs1
47: Cc1cccc(/C=C2/Oc3ccccc3N(CC(=O)NC3CCCC3)C2=O)c1
48: CCN1CCN(C(=O)c2cn(C)c3ccc(S(=O)(=O)N(C)C)cc3c2=O)CC1

| Compound | 43 | 44 | 45 | 46 | 47 | 48 |
| --- | --- | --- | --- | --- | --- | --- |
| MITF inh | -4 | -1 | 7 | -12 | 7 | 1 |
| FBW7 act | 0.0 | 0.1 | 0.0 | -0.2 | 0.1 | -0.1 |
| TEAD-YAP block | 0 | -7 | 3 | -7 | -11 | 0 |
| GPR151 activ | 0.9 | 1.4 | 0.3 | 1.2 | 0.4 | -0.5 |

49: Cc1cccc(-c2nc(Nc3ccc(C)cc3Br)c3ccccc3n2)c1
50: Cc1noc(C)c1COC(=O)CCc1nc2ccccc2s1
51: COc1ccc(C(=O)NNC(=O)Cn2cnc3c2c(=O)n(C)c(=O)n3C)cc1
52: O=C(CSc1n[nH]c(-c2ccncc2)n1)c1ccc(O)c(O)c1
53: Cc1cc(C)c(C(=O)CC2(O)C(=O)Nc3ccc(Cl)cc32)c(C)c1 (stereo not drawn)
54: CC(C(=O)Nc1cccc(C(F)(F)F)c1)(C(F)(F)F)C(F)(F)F

| Compound | 49 | 50 | 51 | 52 | 53 | 54 |
| --- | --- | --- | --- | --- | --- | --- |
| MITF inh | 1 | -26 | -10 | 99* | 13 | -11 |
| FBW7 act | 0.0 | -0.1 | -0.1 | -0.2 | 0.4 | -0.1 |
| TEAD-YAP block | 3 | -8 | -5 | -4 | 5 | 4 |
| GPR151 activ | -1.4 | 0.6 | -0.4 | 4.8 | -1.6 | 1.3 |

55: C=CCSc1nc(-c2ccccc2)nc2c1CCCC2
56: Cc1cc(NC(=O)COc2cc(F)ccc2[N+](=O)[O-])n(-c2ccccc2)n1
57: CCOC(=O)C1=CN(C)C=C(C(=O)OCC)C1c1ccc(OC)cc1
58: CC(Oc1ccccc1)C(=O)NCc1ccc(Cl)cc1 (stereo not drawn)
59: CCCc1nnc(NC(=O)c2nc(SC)ncc2Cl)s1
60: COc1ccc(-c2nc3cc(C)ccc3o2)cc1NC(=O)c1ccc(Cl)cc1Cl

| Compound | 55 | 56 | 57 | 58 | 59 | 60 |
| --- | --- | --- | --- | --- | --- | --- |
| MITF inh | 4 | -8 | -4 | -4 | -10 | 7 |
| FBW7 act | -0.2 | 0.0 | 0.4 | 0.0 | 0.1 | 0.1 |
| TEAD-YAP block | 0 | -1 | -1 | 6 | 2 | 6 |
| GPR151 activ | 1.6 | 15* | 5.0* | 0.4 | -0.3 | 1.4 |

61: CCc1ccc(Oc2nc([N+](=O)[O-])nn2C)cc1
62: Cc1c(C(=O)NCCN(C)C)sc2ncnc(N3CCCCC3C)c12 (stereo not drawn)
63: O=C(NCc1cccnc1)c1ccc(-c2ccc(Br)cc2)o1
64: COc1ccc(OC)c(N=C2SCC(=O)N2Cc2ccccc2)c1
65: CCOC(=O)c1ccc(NC2=NS(=O)(=O)C=C(c3ccccc3)O2)cc1
66: CCC1CN(CCNC(=O)CCc2c(C)noc2C)Cc2cc(OC)ccc2O1 (stereo not drawn)

| Compound | 61 | 62 | 63 | 64 | 65 | 66 |
| --- | --- | --- | --- | --- | --- | --- |
| MITF inh | 14 | 0 | 1 | 5 | 4 | -7 |
| FBW7 act | -0.1 | -0.1 | -0.3 | -0.1 | 0.0 | 0.6 |
| TEAD-YAP block | 15 | -8 | 0 | -7 | 14 | 2 |
| GPR151 activ | -0.5 | 0.1 | 0.4 | 0.1 | 1.4 | -1.5 |

67: CCN1C(=O)c2cccc3c(S(=O)(=O)N4CCNCC4)ccc1c23
68: CCOC(=O)Cn1c(=O)[nH]c2c(C(N)=O)nc(C)nc21
69: CCCCNC(=O)CSc1nc2ccccc2n1S(=O)(=O)c1ccc(Cl)cc1
70: COc1ccc(CNC(=O)C/C(C)=N/NC(=O)c2cccc(O)c2)cc1
71: COc1ccc(-n2nc(C(=O)Nc3cccc(NC(C)=O)c3)c3ccccc3c2=O)c(OC)c1
72: COC(=O)c1cc(NC(=S)NC(=O)c2cccc(C)c2OC)cc(C(=O)OC)c1

| Compound | 67 | 68 | 69 | 70 | 71 | 72 |
| --- | --- | --- | --- | --- | --- | --- |
| MITF inh | 8 | 5 | 6 | -10 | -4 | -12 |
| FBW7 act | 0.2 | -0.1 | -0.1 | -0.1 | 0.1 | 0.4 |
| TEAD-YAP block | 2 | 3 | 3 | -22 | 2 | -2 |
| GPR151 activ | 3.4 | 1.1 | -1.0 | -1.4 | 1.9 | -1.4 |

Entries from the list above with fluorine, in the order listed:
3: CN1CCN(c2ccc(-c3cc(NCc4cccc(C(F)(F)F)c4)nc(N)n3)cc2)CC1
4: Cc1ccc(-c2csc(N3N=C(c4cccs4)CC3c3ccc(F)cc3)n2)cc1C (stereo not drawn)
9: COc1cc(=O)n2c(c1C(=O)N1CCSCC1)CCN(Cc1c(F)cccc1F)CC2
13: CCOC(=O)c1cccc(NC(=O)Nc2cccc(F)c2)c1
15: O=C(CSc1nc2sc3c(c2c(=O)n1-c1ccccc1)CCC3)Nc1ccc(F)c([N+](=O)[O-])c1
35: CCOC(=O)c1ccc(N2C(=O)C(CC(=O)Nc3ccc(F)cc3)N(Cc3cccs3)C2=S)cc1 (stereo not drawn)
40: CCOC(=O)CCN(Cc1ccc(F)cc1)S(=O)(=O)c1ccc(Cl)cc1
44: COc1ccc2c(c1OC)C(=O)OC2Nc1ccc(F)c(Cl)c1 (stereo not drawn)

| Compound | 3 | 4 | 9 | 13 | 15 | 35 | 40 | 44 |
| --- | --- | --- | --- | --- | --- | --- | --- | --- |
| MITF inh | 22 | 4 | 24 | 8 | 6 | -6 | -5 | -1 |
| FBW7 act | 0.1 | 0.1 | 0.1 | 0.6 | 0.0 | 0.1 | 0.1 | 0.1 |
| TEAD-YAP block | -8 | -3 | 8 | 14 | -4 | 7 | 12 | -7 |
| GPR151 activ | -1.2 | 0.6 | -0.9 | 2.6 | 0.6 | -0.2 | -1.7 | 1.4 |

54: CC(C(=O)Nc1cccc(C(F)(F)F)c1)(C(F)(F)F)C(F)(F)F
56: Cc1cc(NC(=O)COc2cc(F)ccc2[N+](=O)[O-])n(-c2ccccc2)n1

| Compound | 54 | 56 |
| --- | --- | --- |
| MITF inh | -11 | -8 |
| FBW7 act | -0.1 | 0.0 |
| TEAD-YAP block | 4 | -1 |
| GPR151 activ | 1.3 | 15* |

Source: PubChem (The Scripps Research Institute Molecular Screening Center)
